Diaphorase act: activates diaphorase or chemically reduces, flagging diaphorase assay artifacts; Diaphorase/resazurin coupled assay, resorufin fluorescence, 16 min; hits give high values; 1 = vehicle wells, 0 = NADH-free wells; activation factor at 20 µM; 190,000 compounds, 0.005% hits;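 active = diaphorase activity raised at least twofold by the compound at 20 µM; inactive = activation factor below 2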
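Assay system: Purified diaphorase enzyme from Clostridium kluyveri | Amount: Enzyme 0.07 U/mL final | Dosing: Compound 20 µM once, DMSO 1% | Timing: 16 min reaction at room temperature | Detection: Fluorescence, excitation 544 nm and emission 590 nm | Evaluation: Higher resorufin formation from activation or reduction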
PMI activator: phosphomannose isomerase (human) activation. P34949. purified human PMI, coupled resazurin fluorescence, 20 min; hits give high values; 1 = vehicle control, 0 substrate-free wells. activation factor at 20 µM. 190,000 compounds, 0.005% hits. AID 1214;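 active = activation factor of 2 or more at 20 µM, relative to plate controls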
Target sequence (P34949 whole entry, looked up): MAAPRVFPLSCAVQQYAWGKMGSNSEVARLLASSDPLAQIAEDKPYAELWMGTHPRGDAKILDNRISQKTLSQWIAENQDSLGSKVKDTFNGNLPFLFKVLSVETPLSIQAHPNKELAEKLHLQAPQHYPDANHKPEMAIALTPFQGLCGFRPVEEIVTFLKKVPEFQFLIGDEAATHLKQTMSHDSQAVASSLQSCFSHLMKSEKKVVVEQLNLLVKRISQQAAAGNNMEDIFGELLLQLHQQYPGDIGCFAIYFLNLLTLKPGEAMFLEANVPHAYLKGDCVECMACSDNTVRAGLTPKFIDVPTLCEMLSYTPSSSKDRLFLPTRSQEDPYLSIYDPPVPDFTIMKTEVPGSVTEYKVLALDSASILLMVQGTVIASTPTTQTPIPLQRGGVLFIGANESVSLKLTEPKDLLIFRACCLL
TLR4-MyD88 BLA: inhibitors of human TLR4-MyD88 binding. O00206+Q99836. HeLa CL3-4 TLR4/MyD88 BLA complementation, FRET ratio. inhibition, % at 8.4 µM. 200,000 compounds, 0.18% hits. AID 861; in the data active = inhibition above about 25%;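 also: 0% = vehicle and 100% = reference inhibitor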
Lmaj promast: inhibitors of Leishmania major promastigote growth; 200,000 compounds, 9% hits; Leishmania major promastigotes, resazurin fluorescence viability; inhibition, % at 10 µM;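 also: promastigotes grown with compound for 44 hours at 28 °C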
G6PDH CS: counter-screen for G6PDH assay hits: L. mesenteroides G6PDH inhibition; Purified L. mesenteroides G6PDH, diaphorase/resazurin coupled fluorescence, 45 min; inhibition, % at 5 µM; 200,000 compounds, 0.12% hits; AID 1020
S1P3 antagonist: blocks the human S1P3 receptor. CHO S1P3 NFAT-BLA reporter, FRET fluorescence, antagonist mode. AID 485. inhibition, % at 4.98 µM. 170,000 compounds, 0.27% hits. Q99500;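 active = inhibition above the plate cutoff, the mean inhibition of test wells on that plate plus 3 SD, cut at about 28% in these data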;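 also: cells challenged with S1P at its EC80 of 0.8 µM; blue over green emission ratio from cleaved BLA substrate after 4 h stimulation; 0% = S1P-stimulated wells and 100% = unstimulated DMSO-only wells; some compounds past the cut are filed as inactive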
Target sequence (Q99500 whole entry, looked up): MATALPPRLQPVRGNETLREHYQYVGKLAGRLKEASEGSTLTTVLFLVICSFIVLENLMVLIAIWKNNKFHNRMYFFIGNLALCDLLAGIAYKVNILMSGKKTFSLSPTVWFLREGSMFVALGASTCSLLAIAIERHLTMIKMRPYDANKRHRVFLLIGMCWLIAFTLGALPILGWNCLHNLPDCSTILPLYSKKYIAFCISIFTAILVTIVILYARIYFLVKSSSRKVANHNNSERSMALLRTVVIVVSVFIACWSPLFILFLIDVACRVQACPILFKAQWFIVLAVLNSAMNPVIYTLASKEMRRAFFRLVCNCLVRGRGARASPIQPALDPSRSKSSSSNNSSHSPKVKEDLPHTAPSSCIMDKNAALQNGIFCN
PMI act hi M6P: PMI (human) activation, high substrate | coupled PMI enzyme assay, resazurin fluorescence, 20 min; hits give high values; 1 = untreated enzyme, 0 = substrate-free blank | activation factor at 20 µM | 190,000 compounds, 0.34% hits;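 active = activation factor of 2 or more at 20 µM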
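Material: human phosphomannose isomerase with PGI, G6PDH, diaphorase coupling enzymes. Quantity: 15 ng/mL PMI. Medium: HEPES pH 7.4 buffer with MgCl2 and Tween-20. Reagent: Near-saturating mannose-6-phosphate, 1.0 mM. Compound: 20 µM single dose. Times: enzyme reaction with compound 20 min at room temperature. Detection: resorufin fluorescence at Ex 544/Em 590 nm.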
RAM inhibit: blocks the yeast RAM network | S. cerevisiae dse1pr::URA3 reporter, 5-FOA growth OD615, 2 d; analog-sensitive cbk1-as2 kinase mutant strain | inhibition, % at 50 µM | 190,000 compounds, 1.8% hits | AID 868;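 active = inhibition above a set limit, 3 SD over mean compound inhibition, cut at about 8.4% in these data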;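 also: 0% = DMSO-only wells with no growth and 100% = 10 µM 1-NA-PP1 full growth; inhibition rescues growth on 5-FOA so higher OD means more RAM inhibition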
Redox H2O2 prof: compounds producing H2O2 with reducing agent – biochemical, NIH compound library profiling, artefact control for MLSCN library redox annotation, primary screen | DTT-dependent redox cycling H2O2, phenol red/HRP absorbance; 100% = 100 µM peroxide control, 0% = buffer | activation, % at 10 µM | 200,000 compounds, 0.03% hits;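 active = activation of at least 50% relative to the plate's high and low controls in the primary single-dose screen; inactive = activation below 50%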;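 also: compound incubated with DTT at 0.8 mM final as the reducing agent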
Hsp70 activator: switches on Hsp70 transcription. HeLa Hsp70 promoter luciferase reporter, luminescence; scaled: vehicle 0, proteasome-inhibitor control 100%. activation, % at 10 µM. 200,000 compounds, 0.04% hits;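 active = activation above the mean across all tested compounds plus 3 SD, cutoff set per campaign, cut at about 5.5% in these data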;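 also: 100% = MG132 at 30 µM as the positive control and 0% = DMSO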
Diaph inh CS: counter-screen for diaphorase-based assays: diaphorase inhibitors and chemical oxidizers; diaphorase resazurin-to-resorufin fluorescence, NADH, 16 min; bacterial (C. kluyveri) enzyme, not human; inhibition, % at 20 µM; 190,000 compounds, 0.69% hits;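 active = primary screen inhibition at 20 µM above a set limit, cut at about 50% in these data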;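 also: plate controls were DMSO with full reaction for no effect and wells lacking NADH for full effect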
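System: Bacterial diaphorase enzyme (C. kluyveri) | Incubation: 16-min room-temperature incubation before reading | Benchmarks: No-NADH positive control and DMSO neutral control | Measured by: Resorufin fluorescence 544/590 nm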
Starred values were filed as active, the others as inactive; · = not tested or not shown. Rule as the data show it, unless noted: active = inhibition above about 50%; inactive = the rest.

SMILES	Diaphorase act	PMI activator	TLR4-MyD88 BLA	Lmaj promast	G6PDH CS	S1P3 antagonist	PMI act hi M6P	RAM inhibit	Redox H2O2 prof	Hsp70 activator	Diaph inh CS
CCOc1ccc(/C=N/OCC(=O)Nc2ccc(OCc3ccccc3)cc2)cc1OC	1.3	1.2	-2	7	9	3	1.2	11*	1.9	-0.4	-26
O=P(O)(CN1CCCCC1)CN1CCCCC1	0.9	1	6	-8	-16	-25	0.9	0.3	-0.5	0.0	6
COc1ccc(C(NC(=O)CC(C)C)NC(=O)CC(C)C)cc1OC	1	1	20	-6	3	·	1.1	1.5	0.0	-0.3	4
O=C(Nc1ccc(SC(F)F)cc1)c1ccc(F)cc1	0.9	1.1	-6	7	-6	2	1	1.7	-0.9	-0.4	8
CC(C)N1C(=O)C(O)(C2COC(C)(C)CC2=O)c2ccccc21 (stereo unspecified)	1	1	3	-8	5	-12	1	0.1	-0.6	-0.2	4
CNc1ncc(C(=O)c2ccc(F)cc2)s1	1	1.1	7	-3	7	-7	1.1	1.4	-2.0	0.0	0
CCCN(CC(=O)Nc1ccc(Cl)cc1Cl)C(=O)/C=C/c1cc(OC)ccc1OC	0.9	0.9	3	-3	-19	0	1	11*	0.2	-0.2	11
O=c1c2c(nc3c(-c4ccccc4)c[nH]n13)CCC2	0.7	0.9	-1	-6	11	·	0.8	1.1	3.0	-0.3	26
CCOC(=O)N1CCC(N(CCCOC)C(=O)Nc2cccc(OC)c2)CC1	1.1	1	12	7	6	-22	1.1	0.5	-0.1	0.1	-6
CCc1ccc(Nc2nnc(SCC(=O)N(C)CC(=O)Nc3ccccc3CC)s2)cc1	1	1	-7	73*	16	3	1.1	1.4	-0.1	-0.3	4
COc1ccc(C(F)(F)F)cc1N/C=C\c1nnnn1-c1ccccc1	0.8	0.9	-1	4	2	·	0.9	1.7	-8.2	-0.1	18
CCOC(=O)N1CCN(C(=O)C2CCN(Cc3nc(-c4ccccc4C)oc3C)CC2)CC1	1	1	-7	4	16	0	1	0.3	-0.9	-0.1	4
Cc1ccnc(NS(=O)(=O)c2ccc(NC(=O)C34CC5CC(C)(CC(C)(C5)C3)C4)cc2)n1	0.9	1	0	-7	14	·	1	0.5	0.1	-0.2	14
CN=c1scc(-c2ccccc2F)n1/N=C/c1ccc(O)c(O)c1O	0.3	0.3	4	-5	5	-7	0.3	-1.2	0.3	-0.3	68*
Cc1ccc(C(=O)OCc2ccc3c(c2)OCO3)cc1S(=O)(=O)N1CCCCC1	0.8	0.8	3	4	4	·	0.9	8.3	0.2	-0.2	19
CC(NC(=O)OCc1ccccc1)C(=O)NCC(=O)NC(Cc1ccc(OC(C)(C)C)cc1)C(=O)OC(C)(C)C (stereo unspecified)	0.8	0.9	8	53*	-8	-6	1	-1.0	-0.5	-0.3	16
O=C(CCN1CCCCC1)NCC1OCCc2ccccc21 (stereo unspecified)	0.9	0.8	6	-4	0	-4	0.9	0.7	0.4	-0.3	14
COc1ccc(OC)c(-n2c(SC)nnc2-c2c[nH]c3ccccc23)c1	0.9	1	0	65*	14	-18	1	5.7	-2.6	-0.1	11
COc1ccc(CCn2nnnc2C(C(C)C)N2CCN(c3ncccn3)CC2)cc1OC (stereo unspecified)	1.1	1	-1	7	4	6	1.1	1.9	0.8	0.1	-8
CCCCn1c(=N)n(CC(O)COc2ccccc2)c2ccccc21 (stereo unspecified)	0.9	1	11	55*	12	-2	0.9	1.9	1.2	0.0	9
COc1cccc(-c2nnc3n2N=C(C(C)(C)C)CS3)c1	0.9	1.1	0	5	13	·	1.1	1.1	-0.1	0.0	10
COC(=O)c1c(C)n(-c2ccc(C)cc2)c2ccc(O)cc12	0.7	0.8	-10	0	-2	·	0.9	5.1	0.1	-0.5	29
COc1ccc(/C=N/Nc2ccccc2)cc1Cn1nc(C)c([N+](=O)[O-])c1C	0.8	1.5	-5	77*	-1	·	1.7	-1.1	-0.3	-0.3	21
O=C(Nn1cnnc1)C1Cc2ccccc2CN1S(=O)(=O)c1ccc(F)cc1 (stereo unspecified)	0.8	0.8	2	-9	18	1	0.9	0.3	0.9	0.0	18
CC(NC(=O)c1ccccc1)C(=O)OCC(=O)N1c2ccccc2Sc2ccccc21 (stereo unspecified)	0.8	1	-11	35	-4	-12	0.9	4.9	0.5	-0.4	17
COCCCNCCOc1ccc(C(C)(C)c2ccccc2)cc1	0.9	1	-3	100*	7	-8	1	-0.4	0.1	-0.2	12
CCOC(=O)Cc1csc(NS(=O)(=O)c2ccccc2)n1	0.9	1	-5	-7	2	·	1	2.6	-8.0	0.0	13
CCN(C(=O)c1c(OC)cccc1OC)c1nnc(-c2cccnc2)s1	0.9	0.9	-5	-1	2	-15	0.9	-0.6	0.4	-0.2	11
Cc1ccc(/C=C/C(=O)NC(=S)Nc2ccccc2C(=O)NC2CCCCC2)cc1	0.9	1	-13	83*	-4	·	1.1	2.9	-4.0	-0.2	8
O=C(CSCc1ccccc1Cl)Nc1c[nH]c(=O)[nH]c1=O	0.9	0.9	5	59*	15	-1	0.9	2.1	0.4	-0.3	11

The list goes on, starting with the last two of the part before.
SMILES	Diaphorase act	PMI activator	TLR4-MyD88 BLA	Lmaj promast	G6PDH CS	S1P3 antagonist	PMI act hi M6P	RAM inhibit	Redox H2O2 prof	Hsp70 activator	Diaph inh CS
Cc1ccc(/C=C/C(=O)NC(=S)Nc2ccccc2C(=O)NC2CCCCC2)cc1	0.9	1	-13	83*	-4	·	1.1	2.9	-4.0	-0.2	8
O=C(CSCc1ccccc1Cl)Nc1c[nH]c(=O)[nH]c1=O	0.9	0.9	5	59*	15	-1	0.9	2.1	0.4	-0.3	11
Cc1ccc(C(NC(=O)N2CCOCC2)C(Cl)(Cl)Cl)cc1F (stereo unspecified)	0.9	0.9	8	5	1	11	0.9	1.1	0.2	-0.5	13
COc1c2ccoc2nc2c(OC)c(O)ccc12	0.8	0.9	-4	-7	-2	8	0.8	1.7	-1.0	0.1	23
CCc1ccc(-n2cc(-c3ccc([N+](=O)[O-])cc3)[nH]c2=S)cc1	0.9	1.1	-3	-8	21	5	1	7.8	0.6	-0.3	5
CC(=O)Nc1ccc(NC(=O)COC(=O)Cc2c[nH]c3ccccc23)cc1	0.9	1	5	8	2	-18	1	1.0	0.0	-0.1	5
COc1ccc(S(=O)(=O)Nc2cccc(Cl)c2)cc1OC	0.9	1	14	11	3	-2	1	1.4	2.6	-0.1	9
Cc1cc(Cl)ccc1OCC(=O)NN1C(=O)C2C3C=CC(C3)C2C1=O (stereo unspecified)	1	0.9	-11	-3	18	-3	0.9	1.8	-0.1	0.7	4
CCCc1cc(-c2n[nH]c(=S)n2CC)cs1	0.9	1.1	2	-1	2	-19	1	-0.7	-0.8	-0.4	6
CCOc1ccc2[nH]c(=O)c(CN(CCO)C(=O)c3ccc(Br)cc3)cc2c1	1	1	2	3	-9	-20	0.9	2.7	-0.7	0.7	-1
CN(C)c1ccc(C2Nc3ccccc3C(=O)N2NS(=O)(=O)c2ccccc2)cc1 (stereo unspecified)	0.9	0.9	-8	4	0	-5	1	1.4	5.3	-0.4	8
Cc1nc(NC(C)C(=O)O)c2nc(C)oc2n1 (stereo unspecified)	1.2	1	13	0	2	1	1.1	3.0	-0.3	-0.2	-15

Some values from above.
Entry of CCOc1ccc(/C=N/OCC(=O)Nc2ccc(OCc3ccccc3)cc2)cc1OC under Hsp70 activator: -0.4
Entry of COc1ccc(CCn2nnnc2C(C(C)C)N2CCN(c3ncccn3)CC2)cc1OC (stereo unspecified) under S1P3 antagonist: 6

Next part:
SMILES	Diaphorase act	PMI activator	TLR4-MyD88 BLA	Lmaj promast	G6PDH CS	S1P3 antagonist	PMI act hi M6P	RAM inhibit	Redox H2O2 prof	Hsp70 activator	Diaph inh CS
CCn1c(=O)c([N+](=O)[O-])c(NCC(O)c2ccccc2)c2ccccc21 (stereo unspecified)	0.8	0.9	15	100*	0	4	0.9	2.4	0.6	-0.2	23
COCCN1C=C(C(=O)OC)C(c2cc(Br)c(OC)c(OC)c2)C(C(=O)OC)=C1	0.9	0.9	-25	100*	20	0	0.9	-0.4	0.9	0.3	11
O=C(COC(=O)c1ccco1)Nc1cccc(Br)c1	0.9	1	3	-7	0	·	1	2.1	2.1	-0.3	11
Cc1ccnn2cc3c(=O)n(C)c(=O)n(C)c3c12	0.8	1	-2	19	8	·	0.7	0.1	4.1	-0.2	19
O=c1c(O)c(-c2cccs2)oc2ccc(Cl)cc12	0.9	1	14	-7	5	·	1.1	-0.3	0.0	0.0	12
CCCN1CCN(C(=S)Nc2ccc([N+](=O)[O-])cc2)CC1	0.9	0.8	-7	36	16	-5	0.9	0.6	0.1	-0.3	15
NS(=O)(=O)c1ccc(NC(=O)COC(=O)COc2ccccc2)cc1	1	1	9	-2	18	1	1	0.6	-0.5	0.1	4
O=C(C/C=N/OCc1ccc(F)cc1Cl)c1cnc(-c2ccccc2)s1	1	1.1	2	0	2	·	1	9.7*	1.9	-0.3	4
Cc1c(Cl)c([N+](=O)[O-])nn1CC(=O)NC12CC3CC(CC(C3)C1)C2	0.8	0.9	-7	5	7	·	0.9	4.1	0.1	-0.1	19
Fc1ccc(COc2cccc3cccnc23)cc1	0.9	1	1	-4	8	-9	1	0.8	-0.1	0.0	14
NNC(=O)c1cc2c(N3CCC(Cc4ccccc4)CC3)ncnc2s1	0.9	1.2	6	-9	-5	-16	1.1	4.7	-0.3	-0.2	11
COCCN1C(=O)C(CC(=O)Nc2ccc(C(=O)O)cc2)SC1=Nc1ccccc1 (stereo unspecified)	1	1	-2	-5	-3	·	1.1	4.0	-0.9	-0.2	-4
O=C(Nn1c(=O)[nH]c2ccsc2c1=O)c1ccccc1	0.9	0.9	-6	4	-7	·	0.9	0.6	1.5	-0.3	12
Cc1ccc(CN2CCN(C(=O)CCN3C(=O)c4ccccc4C3=O)CC2)cc1	0.9	1	0	-7	8	-50	1	3.8	0.1	-0.3	12
C=CCNc1ncnc2c1[nH]c1ccc(Cl)cc12	0.9	0.9	-7	100*	8	·	1	1.3	0.0	-0.3	13
Cc1cc(C)c(NC(=O)c2sc3nc4c(cc3c2N)C(=O)CC(C)(C)C4)c(C)c1	0.7	0.9	-5	7	-1	-10	0.9	0.9	-0.6	-0.5	32
